bCat nuc transl = modulators of beta-catenin nuclear translocation, primary screen, imaging, HeLa cells, immunofluorescence, high-content. nuclear translocation activity, % at 5 µM. hit rate 0.3% among 190,000. AID 1665, 2009;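 active = nuclear translocation activity above 50% at 5 µM, with a well cell count of 50 or more; inconclusive = wells under 50 cells across six images, flagged as toxic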;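 also: per-cell ratio of nuclear to cytoplasmic median beta-catenin stain intensity; plate controls were DMSO negative control for no effect and GSK-3 inhibitor IX positive control for full effect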
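System: Human HeLa cells, endogenous beta-catenin | Compound dosing: 5 µM primary, 0.02–20 µM confirmation | Timing: 24 h compound exposure at 37°C, 5% CO2 | Measured by: Fluorescence imaging of beta-catenin antibody stain plus DAPI | Read-out basis: % activation of per-cell nuclear versus cytoplasmic median beta-catenin signal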
MT stabilizer = microtubule stabilizers in HeLa cells, primary screen, imaging, high-content imaging; HeLa tubulin immunostaining HCS, 24 h; share of cells brighter than vehicle mean+2SD; % tubulin-high responders, % at 10 µM; hit rate 0.83% among 200,000; AID 2205, 2009;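 active = plate Z-score above 3 for both tubulin-high and condensed-nucleus cell shares, with cell loss under 80%, at 10 µM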;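 also: anti alpha tubulin signal scored within the nucleus-defined area of each cell; some results filed as inactive read as strong as hits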
PMI inhibitors = inhibitors of human PMI, primary screen, biochemical, fluorescence intensity, coupled assay (AID 1209); Mannose-6-phosphate isomerase (Homo sapiens); purified PMI enzyme, coupled fluorescence intensity; higher % means a stronger effect; one-dose inhibition, % at 20 µM; IC50 in µM for titrated hits; hit rate 0.42% among 190,000;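 also: plate controls were DMSO vehicle for no effect and wells lacking substrate for full effect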
Insulin prom up = insulin promoter activators in MIN6 cells, imaging, high-content screening, mouse beta cells. AID 1625, 2009. MIN6 insulin promoter-GFP reporter; hits give high values. z-score at 5 µM. hit rate 0.3% among 190,000;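 active = z-score above 3 at 5 µM with at least 500 cells counted in the well; inconclusive = wells under 500 cells, flagged as cytotoxic or low count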
WT yeast gro inh = growth inhibition of WT strain, primary screen, mitochondrial fusion inhibitor project, WT and mutant strains, chemical genetic | mitochondrial fusion phenotypic screen | inhibition, % at 10 µM | hit rate 2.1% among 190,000 | AID 1362, 2008; in the data active = inhibition above about 58%; tested in S. cerevisiae
human PMI inhibitors = human PMI inhibitors, high substrate, primary screen, biochemical, fluorescence intensity, high mannose 6-phosphate (AID 1220). recombinant PMI enzyme, coupled fluorescence intensity; higher % means a stronger effect. inhibition, % at 20 µM; hits with a dose series show IC50 in µM. hit rate 0.66% among 190,000
Dynein cargo inh = inhibitors of GR-EGFP nuclear translocation, primary screen, dynein cargo transport inhibitor project, imaging, high-content, 3617.4 mouse cells; test concentration mostly 20 µM; stimulated with dexamethasone, 1 µM; hits give low values; z-score, hits read low; hit rate 0.47% among 220,000;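 active = plate z-score of nuclear minus cytoplasmic receptor signal below a set negative limit, without overly bright fluorescence or cell loss, cut at about -3.5 in these data, passing the limit was not always enough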;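 also: z-score of nuclear minus cytoplasmic ring GR-EGFP intensity difference per well; some compounds called inactive have numbers as strong as hits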
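Medium: Induction medium lacking tetracycline, stripped serum | Probe or stimulus: 1.0 µM final dexamethasone stimulus | Schedule: 48 h induction, then 1 h compound, then 30 min agonist, 37 °C | Signal: Automated 10x imaging of fixed Hoechst-stained cells | Evaluation: Per-cell GR-EGFP intensity, nucleus versus surrounding cytoplasmic ring, well-averaged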
Yfh1-depleted yeast = enhancers of respiration in Yfh1-depleted yeast, dose response, Friedreich's ataxia, plus single-dose screen (AID 1465). hit rate 0.074% among 220,000. fold induction at 50 µM, or EC50 in µM where a hit was titrated. S. cerevisiae Yfh1-off respiration, WST-1 reduction, 72 h; higher fold induction means a stronger effect;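 active = fold induction of absorbance versus untreated yeast above a set limit, then at least 30% activation at any dose in follow-up; inconclusive = repeats straddling the limit, or above it without dose testing; inactive = fold induction below the set limit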;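 also: activators that raise dye reduction in frataxin-depleted yeast; strong numbers were not always called active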
Autophagy mod = autophagy modulators in MEF cells, primary screen, imaging, high-content, MEF GFP-LC3; MEF GFP-LC3 puncta imaging; test concentration mostly 10 µM; hit rate 0.98% among 190,000; calls only at 10 µM (by protocol);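 active = percentage of spot-positive cells more than 3 SD above its plate mean, without a fluorescence outlier flag or 80% toxicity; inconclusive = no clear call, values can overlap the other calls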;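 also: spot-positive cell cutoff set from DMSO-treated cells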
WT yeast gro inh mutant strain = second read-out of WT yeast gro inh, no call of its own (marks repeat the call); inhibition, %; mitochondrial fusion phenotypic screen, mutant strain inhibition
Dynein cargo inh cytoplasmic EGFP = second read-out of Dynein cargo inh, no call of its own (marks repeat the call); z-score; measured here: cytoplasmic GR-EGFP intensity; hits give high values
Dynein cargo inh nuclear GR-EGFP = further read-out of Dynein cargo inh, marked with its call; z-score; measured here: nuclear GR-EGFP intensity;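 lower value marks the stronger effect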
Dynein cargo inh cell count = also measured in Dynein cargo inh; calls as there; z-score; measured here: cell count per field
Insulin prom up cell count = further read-out of Insulin prom up, marked with its call; cell count; measured here: cytotoxicity, nuclei count;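 total cells summed across four imaged fields per well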
bCat nuc transl cell count 5 µM = further read-out of bCat nuc transl, marked with its call; cell count; measured here: cell count, cytotoxicity flag
MT stabilizer Hoechst-high % = recorded beside MT stabilizer, whose call it bears; % Hoechst-high responders; measured here: nuclear condensation Hoechst responders;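 share of cells brighter than vehicle mean plus two SD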
MT stabilizer cytotoxicity % = second read-out of MT stabilizer, no call of its own (marks repeat the call); toxicity, %; measured here: cytotoxicity by cell density;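 0% = mean cell density of plate MIN control wells and 100% = no cells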
Autophagy mod cell loss 18 h = further read-out of Autophagy mod, marked with its call; toxicity, %; measured here: cell loss, nuclei count;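 cell loss after 18 h compound exposure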
Active calls of the source: *; i = inactive; u = inconclusive; x = no result given; + = active, no number. Rule as the data show it, unless noted: active = inhibition above about 50%; inactive = the rest. Outcome played no part in choosing rows; any-hit rate near 5%.

Preview, 2 compounds:
SMILES	bCat nuc transl	bCat nuc transl cell count 5 µM	MT stabilizer	MT stabilizer Hoechst-high %	MT stabilizer cytotoxicity %	PMI inhibitors	Insulin prom up	Insulin prom up cell count	WT yeast gro inh	WT yeast gro inh mutant strain	human PMI inhibitors	Dynein cargo inh	Dynein cargo inh cytoplasmic EGFP	Dynein cargo inh nuclear GR-EGFP	Dynein cargo inh cell count	Yfh1-depleted yeast	Autophagy mod	Autophagy mod cell loss 18 h
COc1ccccc1C(=O)Nc1ccc(C2=NNC(=O)CC2C)cc1 (stereo unspecified)	4.3	566	0.9	2.1	3.6	5%	-1.4	1404	-2	-4	8%	0.14	-0.23	-0.34	-0.27	i	i	7
COc1ccc(C(=N/O)/C(=N/O)c2ccc(OC)cc2)cc1	-2.1	1062	6.3	5.0	5.3	8%	0.09	1100	-5	6	7%	-0.44	-0.27	-0.2	0.15	i	i	14

The whole of this part, from the start:
SMILES	bCat nuc transl	bCat nuc transl cell count 5 µM	MT stabilizer	MT stabilizer Hoechst-high %	MT stabilizer cytotoxicity %	PMI inhibitors	Insulin prom up	Insulin prom up cell count	WT yeast gro inh	WT yeast gro inh mutant strain	human PMI inhibitors	Dynein cargo inh	Dynein cargo inh cytoplasmic EGFP	Dynein cargo inh nuclear GR-EGFP	Dynein cargo inh cell count	Yfh1-depleted yeast	Autophagy mod	Autophagy mod cell loss 18 h
COc1ccccc1C(=O)Nc1ccc(C2=NNC(=O)CC2C)cc1 (stereo unspecified)	4.3	566	0.9	2.1	3.6	5%	-1.4	1404	-2	-4	8%	0.14	-0.23	-0.34	-0.27	i	i	7
COc1ccc(C(=N/O)/C(=N/O)c2ccc(OC)cc2)cc1	-2.1	1062	6.3	5.0	5.3	8%	0.09	1100	-5	6	7%	-0.44	-0.27	-0.2	0.15	i	i	14
Cc1ccc(C2=NOC3(CC(=O)N(c4ccccc4)C3=O)C2)cc1 (stereo unspecified)	-2.8	1140	x	x	x	x	0.58	1459	x	x	x	-0.022	0.41	0.046	-0.23	i	x	x
COc1ccc(NC2=NCC(=O)N2c2ccccc2F)cc1	-0.7	1318	2.6	1.5	6.8	3%	0.64	1634	-10	5	-12%	-0.52	-0.19	-0.98	0.32	i	i	-3
CC1CN(S(=O)(=O)c2cccc(C(=O)Nc3ccc(S(=O)(=O)Nc4ncccn4)cc3)c2)CC(C)O1 (stereo unspecified)	-0.7	1082	6.0	1.8	7.4	-14%	-0.11	1227	-11	-15	0%	0.89	-0.26	0.93	-0.8	i	i	2
CCn1c2ccccc2c2cc(NC(=O)c3cccc(OC)c3)ccc21	-1.4	1132	31*	24*	26*	22%	-0.51	1766	31	29	24%	-0.29	-0.18	-0.59	0.77	i	i	-5
Cc1nc(CN2CCC(c3ccccc3)CC2)cc(=O)[nH]1	0.4	1482	1.5	2.3	6.2	-6%	x	x	-5	2	-8%	-0.45	-0.3	-0.11	0.69	i	i	-14
Cc1ccc2oc3c(c(=O)c2c1)C(c1cccc(Cl)c1)N(CCCN1CCOCC1)C3=O (stereo unspecified)	-0.7	1104	x	x	x	-4%	0.29	1792	19	4	-7%	x	x	x	x	i	x	x
O=C(Nc1ccccc1)N1CCCC(c2nc(-c3cccs3)no2)C1 (stereo unspecified)	-2.1	853	2.8	1.4	5.8	-1%	x	x	11	7	3%	-0.84	-0.18	-0.16	0.48	i	i	-2
CN(c1ccccc1)S(=O)(=O)c1cccc(NS(=O)(=O)c2ccc(/C=C/C(=O)O)cc2)c1	1.4	1042	2.6	2.1	7.2	-37%	0.72	1130	1	17	-29%	-0.56	-0.37	0.073	0.34	i	i	-6
CCn1c(SCC(N)=O)nnc1-c1cc2c(C)nn(-c3ccccc3)c2s1	x	x	2.3	2.5	15	-1%	x	x	-10	3	-6%	0.044	-0.19	0.17	-0.14	i	i	4
CC12Cc3ccc4ccccc4c3C=C1C[N+](C)(C)C2 (stereo unspecified)	x	x	1.6	0.7	2.1	5%	0.38	916	-5	-14	1%	-0.21	-0.13	-0.02	0.35	i	i	-2
COc1cccc2sc(N(C)c3ccccc3)nc12	x	x	2.4	2.9	6.3	8%	1.3	938	-2	6	2%	-0.17	-0.15	0.16	0.81	i	i	1
CCN(CC)CCCN1C(=O)C(O)=C(C(=O)c2cc3ccccc3o2)C1c1ccccn1 (stereo unspecified)	-0.6	1148	4.3	2.1	16	-2%	-0.31	1079	3	-1	7%	-0.36	-0.2	0.29	-0.085	i	i	-3
COc1ccc(S(=O)(=O)Cc2ccc(C(=O)N3CCOCC3)o2)cc1	-0.9	1061	6.0	1.2	1.6	14%	u	x	8	9	10%	1.1	-0.19	0.83	-0.013	i	i	20
CC[n+]1ccc(/C=C/c2ccc(N(C)C)cc2)c2ccccc21	0.2	790	32	2.9	15	1%	u	x	87*	84*	-5%	-1	-0.13	-0.34	0.59	i	i	16
O=C(Nc1ccc(OCC(=O)N2CCOCC2)cc1)Nc1cccc2ccccc12	-0.2	972	2.1	2.3	8.3	0%	-1.7	1433	-9	2	5%	-0.38	-0.31	-0.25	0.52	i	i	-5
COc1ccccc1S(=O)(=O)Cc1ccc(C(=O)N2CCN(c3ccc(C)cc3)C(C)C2)o1 (stereo unspecified)	-0.6	996	17	7.5	44	23%	-0.64	1558	-5	-1	19%	0.85	-0.15	0.58	-0.14	i	i	3
Cc1cccc(-c2nnc(NC(=O)c3ccc(Cl)cc3)o2)c1	x	x	5.8	1.6	4.4	-30%	0	1208	61	66	-49%	0.59	-0.14	0.48	0.21	i	i	20
CCOc1ccc(C2C(C(=O)OC)=CN(CCOC)C=C2C(=O)OC)cc1	-1.0	1048	4.1	3.0	5.3	-1%	0.21	1966	13	8	2%	1.4	-0.13	0.89	-0.2	i	i	-36
O=C(O)CN1CCCCCC1=O	0.6	1038	4.1	2.3	3.5	-18%	-0.16	1254	2	-3	0%	0.032	0.13	0.073	0.028	i	i	0
O=S1(=O)Nc2c(ccc3cccnc23)-c2ccccc21	-3.5	858	4.6	1.3	12	62%*	0.62	966	31	43	70%*	-0.46	-0.3	0.36	0.67	i	i	21
Cc1cc(C)n2nc(CC(=O)NCc3ccc(F)cc3)nc2n1	-1.6	1069	2.6	1.7	1.4	5%	0.08	1404	2	15	-6%	0.51	-0.14	0.48	0.098	i	i	6
O=C(Cn1nnc(-c2cccc(C(F)(F)F)c2)n1)NNS(=O)(=O)c1cccc(C(F)(F)F)c1	-1.1	1152	x	x	x	x	0	1456	x	x	x	-0.58	-0.25	-0.35	0.075	i	x	x
CC(C)c1ccc(OCc2cccc(C(=O)N/N=C/c3cccnc3)c2)cc1	6.7	380	3.6	2.5	8.7	16%	0.77	1016	36	23	19%	2.4	-0.14	2.5	-1.7	i	i	9
O=C(Nc1ccccc1NC(=O)c1c(F)c(F)c(F)c(F)c1F)c1c(F)c(F)c(F)c(F)c1F	x	x	1.0	0.7	4.1	-4%	-0.39	1225	10	18	2%	0.47	-0.23	0.25	1.3	i	i	1
CC1CN(C(c2ccco2)c2sc3ncnn3c2O)CC(C)O1 (stereo unspecified)	-0.6	1184	2.3	2.5	8.7	12%	-0.86	961	-5	16	-5%	-0.63	-0.24	-0.36	0.56	i	i	14
N#Cc1nc(Cc2ccccc2)oc1N1CCC(C(N)=O)CC1	-7.5	1174	9.6	1.1	0.0	6%	-1.1	948	-5	37	-2%	1.5	-0.4	0.82	-0.52	i	i	1
CC(C)(C)c1ccc(C(=O)N/C(N)=N/c2nc3ccccc3o2)cc1	x	x	1.2	2.0	6.8	0%	-1.2	878	4	12	4%	0.96	-0.23	0.18	-0.96	i	i	2
CSc1ccc(/C=N/NC(=O)CN2CCN(Cc3ccc(C)cc3)CC2)cc1	-0.1	1083	3.8	2.8	3.7	4%	-1.1	1599	5	11	4%	-0.92	-0.13	-0.66	-0.58	i	i	-5
CCOC(=O)c1cnc2c(cnn2C)c1Oc1ccc(OC)cc1	0.6	1060	5.7	1.5	6.7	-3%	-1.8	1299	-4	-5	3%	1.7	-0.3	1.2	-0.58	i	i	-1
CC(=O)c1cccc(NC(=O)Nc2c(C)nn(C)c2C)c1	x	x	2.5	0.5	47	1%	0.19	1214	4	6	-8%	0.78	-0.23	1	-0.44	i	+	2.5*
CC1CCCN(S(=O)(=O)c2cc(Cl)ccc2Cl)C1 (stereo unspecified)	-0.8	941	2.2	2.0	5.4	-2%	0.37	1185	9	13	-7%	-1.3	-0.18	-0.56	0.81	i	i	-7
CN1CCN(C(=O)CSc2nc3ccc(NC(=O)c4ccccc4F)cc3s2)CC1	1.2	1296	x	x	x	x	-0.6	1058	x	x	x	0.64	0.043	0.84	-2	i	x	x
COCc1cc(=O)[nH]c(SCC(=O)c2ccccc2)n1	-1.0	1132	x	x	x	x	1.4	1525	x	x	x	-0.83	-0.19	-0.64	2.5	i	x	x
Cc1cc(C)cc(OCC(=O)Nc2nonc2NC(=O)COc2cc(C)cc(C)c2)c1	-2.5	1142	2.8	1.1	6.2	1%	x	x	-7	-9	-6%	-0.25	-0.19	-0.74	1.3	i	i	0
CN(CC(=O)NCc1cccc(F)c1)C(=O)c1ccco1	-6.2	1031	1.7	1.9	6.0	3%	-0.69	1531	6	-2	-1%	1.4	-0.16	0.75	-0.42	i	i	-19
